CXXC DNA block = qHTS Fluorescence Polarization Assay for Inhibitors of MLL CXXC domain - DNA interaction. 290,000 tested, 0.037% active. Histone-lysine N-methyltransferase 2A (Homo sapiens), Q03164. MLL-CXXC / FITC-HOXA9 DNA fluorescence polarization. Potency, µM (doses to about 115 µM), for inactives: at the top dose activity change, negative = inhibition, most hits filed as inhibitors. AID 2662, 2010; active means well fitted inhibition curve with a large enough effect in the polarisation, with a control signal flat, not every such curve was filed as active; inconclusive means small, poorly fitted or top-dose-only effect, or effect the other way, or a change in a side signal; inactive means no such curve, though single readings can be large or run the other way; the % refers to the polarisation; further: potency means the concentration at half of the fitted maximal effect
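Fluorescence polarization: 7 uM MLL-CXXC (stock) preincubated 5 min with compounds, then 50 nM fluorescein-HOX-A9 DNA (stock) added; 30 min ambient. Buffer 50 mM Tris-HCl pH 7.5, 50 mM NaCl, 1 mM DTT, 0.05% BSA.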
MBNL1 CUG block = qHTS Assay for Inhibitors of MBNL1-poly(CUG) RNA binding | Muscleblind-like protein 1 (Homo sapiens), Q9NR56 | TR-FRET MBNL1-His/biotin-(CUG)12 binding, 665/545 ratio | Potency, µM (titrated, usually from 57.5 µM), inactives show at the highest dose activity change, negative = inhibition, usual class: inhibitors | 280,000 tested, 0.036% active | AID 2675, 2010; active means well fitted inhibition curve with a large enough effect in the signal ratio, with a control signal flat, not every such curve was filed as active; inconclusive means small, poorly fitted or top-dose-only effect, or effect the other way, or a change in a side signal; inactive means no such curve, though single readings can be large or run the other way; the % refers to the signal ratio; further: potency means the concentration at half of the fitted maximal effect; on the % scale 0 is the no-effect control and ±100 the full control effect
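His-tagged MBNL1 binding to biotinylated (CUG)12 RNA was measured by TR-FRET using terbium anti-His antibody (0.055 ng/ul final) and streptavidin-XL665 (5 nM final). Compounds were titrated 92 nM to 58 uM; 60 min at room temperature.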
TSHR antag = Antagonists of the Thyroid Stimulating Hormone Receptor: HTS campaign. TSHR-expressing cells, TSH-stimulated cAMP HTRF, 2 h; hits give low values. AID 504810, 2011. activity change, negative = inhibition, % at 11.5 µM. 330,000 tested, 0.2% active. Thyrotropin receptor (Homo sapiens), P16473;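 active means activity change below a set negative limit, meaning inhibition stronger than a set level, cut at about -70% in these data; inconclusive means activity change between two set negative limits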; further: on the % scale 0 is the no-effect control and ±100 the full control effect
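Competitive HTRF cAMP read-out (cryptate anti-cAMP antibody, cAMP-d2; 30 min, room temperature) in freshly harvested TSHR cells. Compounds added before TSH at EC80 (4nM final), followed by 2 hours' incubation at 37 deg C.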
a7 integrin act = qHTS for Activators of Integrin-Mediated Alleviation for Muscular Dystrophy. 350,000 tested, 0.064% active. alpha7betagal myoblasts, beta-gal FDG fluorescence, 48 h. Potency, µM (doses to about 38.3 µM), for inactives: top-dose activation, hits mostly activators;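 further: potency means the concentration at half of the fitted maximal effect; 100% = response of the positive control SU9516; nearly all actives have a fitted effect of over 60% in size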
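Alpha7betagal+/- myoblasts (passage 13) were plated 16-24 hr, then exposed to compounds (1:260 dilution of DMSO stock) for 48 hours at 37C. After MPER lysis, β-galactosidase reporter activity was read as FDG fluorescence (ex 480/em 540) after 30 minutes.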
PTAP TSG101 blk = qHTS Assay for Iinhibitors of HIV-1 Budding by Blocking the Interaction of PTAP/TSG101. Tumor susceptibility gene 101 protein (Homo sapiens), Q99816. Fluorescence polarization, FITC-PTAP peptide / Tsg101 binding. Potency, µM (doses to about 115 µM), for the others: at the top dose activity change, negative = inhibition, most hits filed as inhibitors. 340,000 tested, under 10 active; active means well fitted inhibition curve with a large enough effect in the main read-out, with a control signal flat, not every such curve was filed as active; inconclusive means small, poorly fitted or top-dose-only effect, or effect the other way, or a change in a side signal; inactive means no such curve, though single readings can be large or run the other way; further: potency means the concentration at half of the fitted maximal effect; % of control where 0% means no effect
Target sequence (Q99816 whole entry, looked up): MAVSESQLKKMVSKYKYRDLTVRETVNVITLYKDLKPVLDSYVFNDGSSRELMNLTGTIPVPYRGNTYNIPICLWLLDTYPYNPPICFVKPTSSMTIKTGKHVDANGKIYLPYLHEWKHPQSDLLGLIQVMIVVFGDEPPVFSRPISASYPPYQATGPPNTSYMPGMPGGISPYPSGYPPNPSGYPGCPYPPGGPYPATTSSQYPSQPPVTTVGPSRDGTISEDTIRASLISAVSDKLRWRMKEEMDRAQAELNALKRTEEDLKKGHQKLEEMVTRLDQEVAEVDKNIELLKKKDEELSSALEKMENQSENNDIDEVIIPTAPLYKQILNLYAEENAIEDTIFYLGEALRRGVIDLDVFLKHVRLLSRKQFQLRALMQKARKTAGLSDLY
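Fluorescence polarization binding of Tsg101 binding domain (10 uM final) to FITC-labeled PTAP peptide (50 nM final) in HEPES pH 7.5 buffer with NaCl, Tween 20, EDTA, TCEP. Compounds added before peptide; binding 20 min at RT.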
TCR act = Activators of T cell receptors: qHTS campaign; primary human leukocytes, anti-CD3, IL-2 HTRF, 48 h; Potency, µM (top dose mostly 9.22 µM), without a hit: at the top dose activation of IL-2 secretion, most hits filed as activators; 330,000 tested, under 10 active; AID 504894, 2011; further: % of control where 0% means no effect
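48 hr co-incubation of compounds, a-CD3 beads and primary human leukocytes; IL-2 quantified homogeneously by HTRF with anti-IL-2 K and d2 conjugates.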
A-T KAP1 phos = qHTS Assay for Identifying a Potential Treatment of Ataxia-Telangiectasia. 320,000 tested, 0.19% active. […] A-T fibroblasts, KAP-1 phosphorylation AlphaLISA; neocarzinostatin DNA damage 30 min before lysis. Potency, µM (titrated, usually from 57.5 µM), inactives show top-dose activation, usual class: activators; further: potency means the concentration at half of the fitted maximal effect; % of control where 0% means no effect; nearly all actives have a fitted effect of over 45% in size
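hTERT-immortalized A-T patient fibroblasts ([…]), 500 cells/well in OPTI-MEM, 1% FBS, got compounds for 60 min, then NCS for 30 min at 37C. Lysates were then assayed for phospho-KAP-1 by AlphaLISA (anti-pKAP1 donor, anti-KAP1 acceptor beads), 6 hr at 25C.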
ASM inhibitor = Inhibitors of Secretory Acid Sphingomyelinase (S-ASM): qHTS; Sphingomyelin phosphodiesterase (Homo sapiens), P17405; Potency, µM (doses to about 57.5 µM), without a hit: at the top dose activity change, negative = inhibition, hits mostly inhibitors; placental ASM, HMU-PC fluorogenic substrate, 60 min; 340,000 tested, 0.006% active; AID 504937, 2011; further: potency means the concentration at half of the fitted maximal effect
Target sequence (P17405 47-631 limits assumed): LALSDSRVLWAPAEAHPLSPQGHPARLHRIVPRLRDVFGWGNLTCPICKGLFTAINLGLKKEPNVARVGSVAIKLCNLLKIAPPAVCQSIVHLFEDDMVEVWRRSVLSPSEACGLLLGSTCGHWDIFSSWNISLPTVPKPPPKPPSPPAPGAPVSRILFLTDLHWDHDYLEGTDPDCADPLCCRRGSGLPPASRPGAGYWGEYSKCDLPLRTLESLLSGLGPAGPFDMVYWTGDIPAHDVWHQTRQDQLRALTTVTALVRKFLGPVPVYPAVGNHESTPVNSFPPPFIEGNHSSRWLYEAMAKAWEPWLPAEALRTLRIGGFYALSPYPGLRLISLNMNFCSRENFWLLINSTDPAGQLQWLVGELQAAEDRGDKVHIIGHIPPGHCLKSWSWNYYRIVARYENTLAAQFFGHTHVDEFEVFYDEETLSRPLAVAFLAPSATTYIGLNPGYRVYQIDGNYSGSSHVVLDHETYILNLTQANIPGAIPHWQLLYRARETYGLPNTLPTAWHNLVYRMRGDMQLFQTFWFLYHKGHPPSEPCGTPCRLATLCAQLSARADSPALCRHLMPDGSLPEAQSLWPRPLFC
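HMU-PC0 cleavage (9 uM final) by human placental ASM, 60 min at 37 °C following 10 min compound exposure at RT; stopped at pH 10, fluorescence Ex 386/Em 447 nm.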
Mito fusion yeast = qHTS Assay for Small Molecule Inhibitors of Mitochondrial Division or Activators of Mitochondrial Fusion | S. cerevisiae fusion-defective mutant growth rescue, CellTiterGlo 48 h | Potency, µM (doses to about 46.1 µM), without a hit: at the top dose growth rescue (activation), hits mostly activators | 320,000 tested, 0.23% active;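 further: potency means the concentration at half of the fitted maximal effect; % of control where 0% means no effect; nearly all actives have a fitted effect of over 45% in size; temperature-sensitive fusion mutants such as fzo1-1 at 37 °C on non-fermentable ethanol glycerol medium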
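Yeast fusion mutant, YPEG (non-fermentable carbon), compound, 48 h at 37C non-permissive; CellTiterGlo added, 10 min RT, luminescence read. Rescued growth = division inhibition.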
Menin-MLL TR inh = qHTS Assay for Inhibitors Targeting the Menin-MLL Interaction in MLL Related Leukemias: Competition With Texas Red Labeled MLL-derived Mutant Peptide | O00255 | Menin + Texas Red MLL mutant peptide, fluorescence polarization | Potency, µM (doses to about 61.6 µM), for inactives: at the top dose FP activity change, negative = inhibition, hits mostly inhibitors | 270,000 tested, 0.23% active | AID 1768, 2009; active means well fitted inhibition curve with a large enough effect in the polarisation, with a control signal flat, not every such curve was filed as active; inconclusive means small, poorly fitted or top-dose-only effect, or effect the other way, or a change in a side signal; inactive means no such curve, though single readings can be large or run the other way; the % refers to the polarisation; further: potency means the concentration at half of the fitted maximal effect; % of control where 0% means no effect; many of its hits are not listed in these tables
An asterisk follows results filed as active; ? = inconclusive; / = not tested or not shown; [ ] = dose if it differs, or a comment. Unless noted, the call rests on the fitted dose curve; in most records, active means well fitted curve in the direction sought with a large enough effect; inconclusive means small, poorly fitted or top-dose-only effect, or another doubt; inactive means no such curve, though single readings can be large; an effect the other way counts as inactive or inconclusive.

SMILES | CXXC DNA block | MBNL1 CUG block | TSHR antag | a7 integrin act | PTAP TSG101 blk | TCR act | A-T KAP1 phos | ASM inhibitor | Mito fusion yeast | Menin-MLL TR inh
Cc1cccc(N(CC(=O)N/N=C/c2ccc(OCC(=O)NCc3ccco3)cc2)S(C)(=O)=O)c1C | 3% | 12% | 2 | -11% | -1% | -1% | 2% | -5% | -1% | -2%
Cn1c(=O)c(=O)n(C)c2cc(S(=O)(=O)N3CCCC3C(=O)Nc3ccc(F)cc3)ccc21 (stereo not drawn) | / | -1% | 3 | 6% | -3% | 8% | -2% | 3% | -1% | -21%
O=C(Oc1nsnc1N1CCOCC1)c1ccccc1 | 220%[activator] | -7% | 4 | -17% | -2% | / | / | 3% | -2% | 5%
Cc1cc(C)cc(NS(=O)(=O)c2cc(Br)cnc2N)c1 | -4% | 0% | 1 | 4% | 2% | -1% | -1% | 0% | -1% | /
O=C(Nc1cccnc1)c1cc(-c2ccccc2)on1 | 4% | -15% | -5 | 2% | -1% | 6%[46.1 µM] | 3% | 0% | 0% | 3%
CCCN1C(=O)C2(SC(NC(C)=O)=NN2C(C)=O)c2cc(C)ccc21 (stereo not drawn) | 9% | -13% | -1 | 5% | -2% | -2% | 4% | -2% | -3% | -4%
Cc1ccc2cc(C#N)c(N3CCCC3)nc2c1C | 1% | 31%[activator] | -9 | 21% | -4% | 5% | 10% | 156%[activator] | 3% | 4%
CC(C)CC(NC(=O)OCc1ccccc1)C(=O)NC(Cc1ccccc1)C(=O)CCl (stereo not drawn) | / | / | / | -55%[inhibitor] | -1% | 3% | / | 0% | / | /
Cc1ccc(C)c(S(=O)(=O)NC(C)C(=O)Nc2ccc(-c3nc4ccccc4s3)cc2)c1 (stereo not drawn) | 30% | -11% | 7 | 3% | 2% | -8% | -2% | 0% | 0% | ?
CCOC(=O)C1CCN(Cc2nc3ccccc3c(=O)n2-c2ccc(F)cc2)CC1 | 7% | 2% | -7 | -7% | -2% | -4% | 0% | 7% | -1% | ?
CCC(Cc1ccccc1)NC(=O)C1CCCCC1 (stereo not drawn) | 6% | -3% | 15 | 23% | -3% | -6% | 1% | -1% | 2% | -15%
Cc1[nH]c2ccccc2c1-c1csc(N)n1 | 10% | -4% | 3 | 0% | 0% | 4% | -2% | -2% | 3% | ?
O=C(O)COc1ccc2c(c1)O/C(=C\c1cccs1)C2=O | -13% | ? | -8 | -12% | -1% | -11% | -8% | 76%[activator] | -3% | /
CCOc1ccc(CCNC(=O)CCS(=O)(=O)c2ccc(OC)cc2)cc1OCC | 3% | -5% | -2 | -13% | -6% | 0% | -4% | 0% | -3% | 5%
CSC(=NC#N)N1CCN(c2ccc(Cl)cc2)CC1 | 0% | -3% | -35 | 0% | -2% | -7% | 13% | -2% | -1% | -2%
CN1CCC=C(C(=O)N2c3ccccc3Sc3ccc(Cl)cc32)C1 | 5% | -8% | -1 | -64%[inhibitor] | 0% | -6% | 5% | -1% | -6% | /
COc1cccc(COC(=O)Cc2ccc(S(=O)(=O)N3CCOCC3)s2)c1OC | / | / | -5 | 0% | -1% | 1% | 8% | 1% | 0% | /
COn1c(-c2ccccc2)nc2ccc(Cl)cc21 | 8% | 4% | -11 | 11% | -2% | 4% | 5% | 3% | -8% | -3%
CC(C)C(NS(=O)(=O)c1cccc2nsnc12)C(=O)Nc1nc2ccc(Cl)cc2s1 (stereo not drawn) | 1% | -2% | -6 | 6% | -1% | 3% | 9% | -11% | 1% | -1%
CN1CCN(C(=O)c2ccc(-c3cccs3)s2)CC1 | 8% | / | -6 | 4% | -2% | 0% | 0% | 5% | -5% | /
COC(=O)c1ccc(/C=C/C(=O)OCC(=O)Nc2ncc(Cl)cc2Cl)cc1 | / | / | -14 | 24% | 0% | 7% | 2% | 8% | -2% | /
CC1(C)c2[nH]c3ccccc3c2C[C@H]2C(=O)N(CCCCCO)CC(=O)N21 | 0% | -6% | 3 | -29% | 0% | 0% | -14% | 1% | 15% | 0%
Cc1ccccc1-c1cc(C(=O)NCc2ccc(OC(F)(F)F)cc2)n(CC2CC(c3cccnc3)=NO2)n1 (stereo not drawn) | / | / | -1 | 7% | -2% | 10% | -1% | -14% | / | /
O=C(Nc1nnc(SCC(=O)N2CCCCC2)s1)C1CCCCC1 | 0% | -5% | -2 | 5% | -5% | 2%[46.1 µM] | -1% | 0% | -10% | -8%

A draw from above in order of SMILES length, smallest number first:
SMILES | CXXC DNA block | MBNL1 CUG block | TSHR antag | a7 integrin act | PTAP TSG101 blk | TCR act | A-T KAP1 phos | ASM inhibitor | Mito fusion yeast | Menin-MLL TR inh
CSC(=NC#N)N1CCN(c2ccc(Cl)cc2)CC1 | 0% | -3% | -35 | 0% | -2% | -7% | 13% | -2% | -1% | -2%
CN1CCN(C(=O)c2ccc(-c3cccs3)s2)CC1 | 8% | / | -6 | 4% | -2% | 0% | 0% | 5% | -5% | /
CC(C)C(NS(=O)(=O)c1cccc2nsnc12)C(=O)Nc1nc2ccc(Cl)cc2s1 (stereo not drawn) | 1% | -2% | -6 | 6% | -1% | 3% | 9% | -11% | 1% | -1%

(more compounds)
SMILES | CXXC DNA block | MBNL1 CUG block | TSHR antag | a7 integrin act | PTAP TSG101 blk | TCR act | A-T KAP1 phos | ASM inhibitor | Mito fusion yeast | Menin-MLL TR inh
COCCNC(=O)C(c1ccc(C)o1)N(C(=O)c1snc(C(N)=O)c1N)c1cc(C)cc(C)c1 (stereo not drawn) | -5% | 22% | -6 | -19% | -20% | 8% | 10% | / | 0% | ?
Cc1ccc(OCc2cc(C(=O)N3CCN(CC(=O)NC(C)C)CC3)no2)cn1 | 5% | 3% | -2 | -12% | -3% | -3% | 3% | 0% | -4% | 22%
Cc1ccc(S(=O)(=O)NCCC(c2ccccc2)c2ccccc2)cc1C(=O)O | 3% | -7% | -3 | -24% | -4% | 6% | 2% | 9% | -3% | 25%
COc1ccc(NC2CC(=O)N(c3cccc(C)c3)C2=O)cc1 (stereo not drawn) | -2% | 17% | 5 | 22%[7.66 µM] | -7% | 2% | 1% | 1% | 2% | 18%
C/C(=N/NC(=O)c1ccoc1C)c1cccc(NC(=O)C2CC2)c1 | 1% | 3% | -1 | 2% | -2% | 4%[46.1 µM] | -1% | 0% | 7% | 0%
O=C(Nc1cccc([N+](=O)[O-])c1)c1cc(S(=O)(=O)Nc2ccccn2)ccc1Cl | 1% | ? | -4 | 5% | -10% | -454% | 1% | 0% | 5% | ?
Cc1ccc2nc(NCc3ccccc3)c(C=NCc3ccccc3)c(=O)n2c1 | 7% | -6%[11.5 µM] | 2 | -36% | -5% | 1%[46.1 µM] | 6% | 14% | 7.9µM* | -14%
Nc1nn2c(-c3ccccc3)cc(=O)[nH]c2c1N=Nc1ccc(O)cc1 | 34%[activator] | ? | 1 | -32%[inhibitor] | -1% | 1% | -3% | -7% | 5% | ?
COC(=O)/C=C1/SC(=NC(=O)c2ccccc2)NC1=O | -3% | 2% | 9 | 3% | -2% | 6%[46.1 µM] | 2% | -9% | 0% | -1%
COC(=O)C(CCSC)NC(=O)c1cc2c(n(-c3ccc(C)cc3)c1=O)CCCC2=O (stereo not drawn) | 164%[activator] | ? | 26 | -6% | 0% | -2% | 1% | -1% | 4% | ?
COc1ccc(NS(=O)(=O)c2cc3c(cc2C)N(C(C)=O)CCO3)cc1 | / | 0% | 5 | 20% | 2% | 7% | -3% | 3% | -2% | ?
O=C(NC1CCN(S(=O)(=O)c2ccc(Cl)c(F)c2)CC1)c1cccnc1 | 20% | 0% | 5 | 15% | -3% | 1% | 5% | 6% | -1% | /
Cc1ccc2nc(C)cc(OCC(=O)O)c2c1 | -1% | 3% | 0 | -3% | -4% | 3% | 12% | 4% | -1% | -7%

Only part of the results is shown, so the mix of outcomes need not match the whole.
